Assay outcomes: PubChem, The Scripps Research Institute Molecular Screening Center
CHO-K1 Ca antag: counter-screen for M1 antagonists: effect in parental CHO-K1 cells. ATP-induced calcium, Fluo-8 fluorescence. inhibition, % at 3 µM. actives 0.6% (n = 360,000). AID 602250;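 active = inhibition above a per-plate cutoff, the plate's mean sample inhibition plus 3 SD, cut at about 24% in these data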;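 also: 0% = DMSO plus EC80 ATP and 100% = DMSO alone without ATP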
CHRM4 agonist: human M4 muscarinic receptor agonists, primary screen, CHO-K1 cells, Fluo-8 calcium fluorescence; Muscarinic acetylcholine receptor M4 (Homo sapiens), P08173; CHO-K1 hM4/Gqi5; vehicle 0%, full acetylcholine response 100%; activation, % at 3 µM; actives 0.14% (n = 360,000); AID 624127, 2012;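 active = activation above the run mean over all test wells plus 3 SD, cut at about 32% in these data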;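 also: peak over basal fluorescence ratio per well then scaled between controls; 0% = DMSO wells and 100% = acetylcholine at EC100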
Target sequence (P08173 whole entry, looked up): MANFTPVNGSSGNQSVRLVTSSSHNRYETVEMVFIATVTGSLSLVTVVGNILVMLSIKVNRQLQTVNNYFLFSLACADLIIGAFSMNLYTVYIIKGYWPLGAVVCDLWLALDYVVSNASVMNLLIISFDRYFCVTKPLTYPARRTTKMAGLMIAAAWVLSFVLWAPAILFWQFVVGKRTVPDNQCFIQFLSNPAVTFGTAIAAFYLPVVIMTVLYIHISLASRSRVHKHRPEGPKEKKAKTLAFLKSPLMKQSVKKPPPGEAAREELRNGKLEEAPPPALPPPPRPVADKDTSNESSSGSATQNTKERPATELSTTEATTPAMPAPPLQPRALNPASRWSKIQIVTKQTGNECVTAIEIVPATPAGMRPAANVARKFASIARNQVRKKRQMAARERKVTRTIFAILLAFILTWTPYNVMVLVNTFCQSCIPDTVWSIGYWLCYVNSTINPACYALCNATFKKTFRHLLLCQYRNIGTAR
CHRM1 antagonist: human M1 muscarinic receptor antagonists, primary screen, CHO-K1 cells, Fluo-8 calcium fluorescence, 1536-well; Muscarinic acetylcholine receptor M1 (Homo sapiens), P11229; CHO-K1 hM1, ACh EC80 antagonist; inhibition, % at 3 µM; actives 1.3% (n = 360,000); AID 588852, 2011;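 active = percent inhibition above its own plate's cutoff, namely the mean of that plate's compound wells plus 3 SD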;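 also: peak over basal fluorescence ratio during 140 s after agonist addition; 0% = ACh EC80 plus DMSO and 100% = DMSO alone without agonist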
Target sequence (P11229 whole entry, looked up): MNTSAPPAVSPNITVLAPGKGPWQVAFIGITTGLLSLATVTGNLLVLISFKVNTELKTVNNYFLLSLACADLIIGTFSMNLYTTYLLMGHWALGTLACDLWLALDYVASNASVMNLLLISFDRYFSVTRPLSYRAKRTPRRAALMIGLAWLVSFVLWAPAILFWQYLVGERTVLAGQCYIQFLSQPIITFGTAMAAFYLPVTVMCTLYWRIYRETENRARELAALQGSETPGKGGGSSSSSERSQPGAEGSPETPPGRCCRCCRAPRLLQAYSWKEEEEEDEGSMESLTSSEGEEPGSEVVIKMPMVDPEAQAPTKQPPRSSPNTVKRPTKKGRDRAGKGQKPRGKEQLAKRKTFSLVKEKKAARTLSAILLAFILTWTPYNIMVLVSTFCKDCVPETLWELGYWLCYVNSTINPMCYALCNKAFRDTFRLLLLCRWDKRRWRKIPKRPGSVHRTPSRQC
CHRM4 antagonist: human M4 muscarinic receptor antagonists, primary screen, CHO cells, Fluo-8 calcium fluorescence. inhibition, % at 3 µM. actives 0.73% (n = 360,000). CHO-hM4 cells, ACh EC80. AID 624125, 2012;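 active = inhibition above its plate's cutoff, the mean inhibition of sample wells plus 3 SD, cut at about 27% in these data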;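 also: 0% = acetylcholine EC80 with DMSO and 100% = DMSO without agonist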
CHO parental Ca: ATP-evoked calcium signal inhibitors, parental CHO, primary screen, counter-screen for OX1R antagonist project, cell-based, fluorescence, Fluo-8 calcium dye. parental CHO-K1, ATP-induced calcium, Fluo-8 fluorescence. actives 0.63% (n = 330,000). inhibition, % at 5.6 µM;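 active = inhibition above that plate's mean sample inhibition plus 3 SD, cut at about 26% in these data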;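 also: 0% = ATP-challenged DMSO wells and 100% = DMSO wells without ATP; some compounds past the cut are filed as inactive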
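Test system: untransfected parental CHO cell line; also added: ATP stimulus; dosing: 5.6 µM, single dose; signal: calcium-sensitive Fluo-8 fluorescence; measure: percent inhibition of ATP-evoked calcium rise, normalized to controls; benchmarks: low control ATP plus DMSO, high control DMSO only; replication: one well per compound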
OXTR potentiate: human OXTR potentiators, primary screen, fluorescence, CHO-OTR cells, Fluo-8 calcium; Oxytocin receptor (Homo sapiens), P30559; Fluo-8 calcium fluorescence, potentiator mode; 0% = oxytocin EC15, 100% = EC100; activation, % at 3 µM; actives 0.061% (n = 320,000);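 active = activation above that plate's cutoff, the mean activation of tested compounds plus 3 SD, cut at about 6.6% in these data, passing the limit was not always enough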;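 also: 100% uses oxytocin at 75 nM as the full agonist control; some results filed as inactive read as strong as hits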
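Assay system: CHO-OTR cells, human receptor / Also added: oxytocin at about EC15, sub-maximal agonist stimulus / Dosing: single dose, 3.0 µM nominal final compound concentration / Incubation: 6 min pre-incubation, 100 s read / Technique: Fluo-8 calcium dye fluorescence / Read-out: % activation vs EC15 and EC100 oxytocin / Benchmarks: EC15 oxytocin low, 75 nM oxytocin high / Replicates: singlicate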
M1 ag: human M1 muscarinic receptor agonists, primary screen, Fluo-8 calcium fluorescence, CHO-K1 cells, HTS; CHO-K1 hM1, agonist mode; 0% DMSO, 100% acetylcholine EC100; Muscarinic acetylcholine receptor M1 (Homo sapiens), P11229; activation, % at 3 µM; actives 0.33% (n = 360,000); AID 588814, 2011;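 active = activation above the run's mean compound activation plus 3 SD, cut at about 16% in these data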;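 also: peak over basal fluorescence ratio within a 140 s kinetic read after compound addition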
M1 PAM: human M1 muscarinic receptor positive allosteric modulators, primary screen, CHO-K1 cells, Fluo-8 calcium fluorescence, 1536-well. activation, % at 3 µM. actives 0.088% (n = 360,000). Muscarinic acetylcholine receptor M1 (Homo sapiens), P11229. AID 588819, 2011. CHO-K1 hM1, ACh EC20; 0% = ACh EC20, 100% = maximal ACh; in the data active = activation above about 19%, passing the limit was not always enough
M1 ag parental: counter-screen for M1 agonists: effect in parental CHO-K1 cells. AID 602248, 2012. actives 0.48% (n = 360,000). Fluo-8 calcium fluorescence; scaled to maximal ATP response, vehicle zero. activation, % at 3 µM; in the data active = activation above about 15%;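 also: untransfected CHO-K1 host cells lacking M1 receptor as counterscreen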
The depositor's hits bear a star; nt = no result given.

SMILES	CHO-K1 Ca antag	CHRM4 agonist	CHRM1 antagonist	CHRM4 antagonist	CHO parental Ca	OXTR potentiate	M1 ag	M1 PAM	M1 ag parental
COc1ccc2c(c1)C=C(C(=O)NCc1ccc(Cl)cc1)CO2	-8	8	8	8	-7	1	-3	-6	4.3
O=[N+]([O-])c1ccc(C=Nc2cccc3ccccc23)s1	4	2	6	9	-14	-6	-1	5	7.8
OC(CN1c2ccccc2Sc2ccccc21)Cn1nnc2ccccc21 (stereo not drawn)	18	2	21	4	-20	-13	-4	-5	0.2
CCCCn1c(=O)n(CC(=O)Nc2c(CC)cccc2CC)c(=O)c2c1nc(CO)n2CCC	-14	1	-7	0	-14	-4	-8	2	0.8
CN1C(=O)CC(C(=O)Nc2ccc(F)cc2)SC1=Nc1ccc2c(c1)OCO2 (stereo not drawn)	2	3	-12	-11	-7	-6	-3	4	0.6
Cn1c(=O)c2c(nc(SCC(=O)OCc3ccccc3)n2C)n(C)c1=O	-6	4	8	6	nt	nt	3	-1	1.1
O=C(CN1C(=O)S/C(=C/c2ccccn2)C1=O)N1CCOCC1	-6	1	-13	5	-1	4	-1	10	0.7
CS(=O)(=O)c1ccc(Cl)c(NC(=O)CCl)c1	4	1	-11	-7	-17	-5	1	12	-0.2
O=C(CCc1ccccc1)N/N=C/c1cccc(O)c1	0	3	-2	-11	-14	-5	0	9	0.6
CC(=O)N1CCc2c(sc3c2c(=O)n(Cc2ccccc2)c(=O)n3CC(=O)NCC2CCCO2)C1 (stereo not drawn)	-3	0	-6	2	-7	1	-7	8	0.0
COc1cc(NC(=O)Cc2ccccc2)ccc1NC(=O)c1ccccc1	20	2	1	14	-14	-1	-3	-1	0.2
CCc1noc(C)c1C(=O)Nc1cc(S(=O)(=O)N2CCOCC2)ccc1OC(C)C	5	2	3	8	-27	6	-6	0	-0.5
CC[C@]12c3[nH]c4cc(CCC(=O)N(C)C)ccc4c3CCN1C(=O)[C@@H](CC(=O)NCC13CC4CC(CC(C4)C1)C3)C[C@@H]2C(=O)N1CCN(C(=O)C2CC2)CC1	-9	-1	-12	15	-22	nt	-11	8	0.1
Cc1ccc(CSc2ncnc3c2cnn3Cc2ccccc2)cc1	-14	-1	-7	-6	-10	-10	-6	9	1.0
CN(c1ccc(C(=O)NCCSCc2ccc(Cl)cc2)cc1)S(=O)(=O)c1ccccc1	-4	7	0	-6	5	-9	-6	1	3.7
CN(C(=O)c1ccc(Br)o1)C1CCS(=O)(=O)C1 (stereo not drawn)	-15	1	-3	-6	-4	-1	-4	6	0.5
COc1ccccc1N(CC(O)CN1CCOCC1)S(=O)(=O)c1ccccc1 (stereo not drawn)	5	1	-13	-4	-9	4	-1	14	0.0
CN(C)c1ccc(C=NNC(=O)c2cccc3ccccc23)c(Cl)c1	-13	1	-19	-6	nt	nt	-2	9	0.5
CCOc1ncccc1C(=O)OCC(=O)N1CC(=O)Nc2ccccc21	-11	4	1	-1	-2	-13	-3	4	1.4
O=C(CCc1ccccc1)NC(c1cccs1)c1cc(Cl)c2cccnc2c1O (stereo not drawn)	-11	1	-1	-6	nt	nt	-3	6	1.0
CCCOc1ccc(C2NC(=O)NC(c3ccccc3)=C2C(C)=O)cc1OCC (stereo not drawn)	-8	-1	-8	0	-19	-3	-2	1	0.6
CC1(C)Cc2noc(N)c2C(C)(C)N1OC(=O)c1cccs1	-1	0	0	-5	-6	-13	-2	-3	0.2
CN(Cc1cc(Cl)cc(Cl)c1O)Cc1c(O)ccc2ccccc12	11	0	0	2	nt	nt	-1	-1	-0.1
N#CCCN(CCC#N)C(=O)C1c2ccccc2Oc2ccccc21	-2	6	-12	9	11	-6	2	8	8.7
CCCC(=O)NCC(c1cccs1)S(=O)(=O)c1ccc(Cl)cc1 (stereo not drawn)	4	1	-8	-13	-7	-5	-4	5	0.4
C=CCn1c(=S)[nH]c2scc(-c3ccc(C)o3)c2c1=O	-3	1	6	-1	-31	-11	-5	-2	1.5
CCOC(=O)Nc1ccc2c(COC(=O)c3ccccc3O)cc(=O)oc2c1	-13	1	-7	7	-8	-5	-1	6	2.3
COc1ccc(Cc2nc3ccc(C(=O)NCCc4ccccn4)cc3o2)cc1OC	-5	2	-6	7	-1	-7	-2	1	1.2
Cn1cc(CNCCN2CCCCC2=O)c(-c2cccc(Cl)c2)n1	-6	0	3	-1	-17	-6	-14	-6	0.9
COC(=O)c1ccc(NC(=O)CSc2nnc(-c3ccncc3)n2N)cc1	-9	2	-8	6	-2	0	-7	4	0.6
Cc1c(Cl)cccc1NC(=S)N1CCC(C(N)=O)(N2CCCCC2)CC1	-9	2	-5	-1	-8	-5	-5	1	0.9
Cc1cccc(N(C(=O)CCC(=O)Nc2ccccn2)C(C(=O)NC(C)C)c2ccc(O)cc2)c1 (stereo not drawn)	-9	1	-38	-11	-7	-5	-1	5	0.2
Cn1c(SCCN2CCOCC2)nc2sc3c(c2c1=O)CCCC3	0	0	-5	-5	-10	-2	-2	4	-0.1
COc1ccc(S(=O)(=O)N2CCC3(CC2)OCCN3S(=O)(=O)c2cccs2)cc1OC	14	6	0	-4	-12	-11	0	2	1.4
O=C(c1ccc(CSc2ccc(Cl)cc2)cc1)N1CCOCC1	9	8	2	1	-11	-13	-6	-3	7.5
NC(=O)[C@@H]1CCCNc2c(F)cc([N+](=O)[O-])cc2C(=O)N[C@@H](CO)C(=O)NCC(=O)N1	-13	2	0	0	-10	-7	-5	4	0.3
CC(=O)Nc1ccc(S(=O)(=O)Nc2cccc(-c3nc4ccccc4o3)c2)cc1	-3	11	-4	13	7	-8	-1	0	1.9
COCCn1c(C)cc(/C=C2/SC(=O)N(CC(=O)N3CCCC3)C2=O)c1C	-9	0	-5	-16	-7	-10	-5	0	0.5
COc1ccc(N2CC(C(=O)Nc3ccccc3C(=O)NCc3ccco3)CC2=O)cc1 (stereo not drawn)	-2	5	7	10	-19	-5	-2	-2	2.0
CCN(CC(=O)Nc1ccc(NC(C)=O)cc1)C(=O)c1cc2c(s1)CCCC2	-10	2	-7	4	-27	0	-4	7	0.0
Cc1ccc(NC(=O)COc2ccccc2C(=O)Nc2ccccc2)cc1Cl	17	0	7	-3	-3	-9	-2	-1	0.1
CC(=O)Cc1nsc(NC(=O)c2csc3c2CCCC3)n1	-5	0	-9	3	-20	-8	-4	13	2.9
COc1cc(C)ccc1Oc1ncnc(N)c1[N+](=O)[O-]	-10	0	-7	5	3	-1	-3	4	-0.2
CCN(CC)C1CCS(=O)(=O)C1 (stereo not drawn)	-15	1	-4	-4	-3	-11	0	12	1.0
Cc1nn(C)cc1S(=O)(=O)N1CCN(c2ccccc2)CC1	-4	1	-14	2	-1	-3	-2	8	1.4
COc1ccc2[nH]c3c(c2c1)CCN1C(=O)C(CC(=O)NCC24CC5CC(CC(C5)C2)C4)C[C@H](C(=O)N2CCOCC2)[C@@]31CCC1CCCC1 (stereo partly drawn)	-6	0	-6	-5	-17	nt	0	3	0.5
CCc1nnc(NC(=O)C(=O)NCCOC(=O)c2ccccc2)s1	-24	-1	-5	13	8	-6	-3	3	0.2
C[C@@H]1ON(C2CCCCC2)[C@H]2c3nc4ccccc4n3C[C@@H]12	-16	1	5	3	-12	0	-5	1	0.6
Cc1ccc(Sc2nc(C)c([N+](=O)[O-])c(C)c2C#N)cc1	2	-1	-1	-5	-29	-12	-7	-4	-0.1
CCN(C(=O)Nc1cccc2ccccc12)c1ccccc1	-2	2	-18	-12	nt	nt	-4	8	-0.2
O=C(CSc1nnc(-c2ccccc2)o1)N1CCCCC1	-19	0	-4	8	-11	3	-3	3	1.6
CC1CN(S(=O)(=O)c2ccccc2)CN1C(=O)N1CCOCC1 (stereo not drawn)	-16	2	-10	9	-2	2	-3	13	0.6
Cc1ccc(S(=O)(=O)Cn2nnnc2C(CC(C)C)N2CCN(c3ccccc3)CC2)cc1 (stereo not drawn)	-8	0	-7	-4	-17	-16	-3	10	0.5

A stretch from the list above, as a working copy:
SMILES	CHO-K1 Ca antag	CHRM4 agonist	CHRM1 antagonist	CHRM4 antagonist	CHO parental Ca	OXTR potentiate	M1 ag	M1 PAM	M1 ag parental
COc1ccc2c(c1)C=C(C(=O)NCc1ccc(Cl)cc1)CO2	-8	8	8	8	-7	1	-3	-6	4.3
O=[N+]([O-])c1ccc(C=Nc2cccc3ccccc23)s1	4	2	6	9	-14	-6	-1	5	7.8
OC(CN1c2ccccc2Sc2ccccc21)Cn1nnc2ccccc21 (stereo not drawn)	18	2	21	4	-20	-13	-4	-5	0.2
CCCCn1c(=O)n(CC(=O)Nc2c(CC)cccc2CC)c(=O)c2c1nc(CO)n2CCC	-14	1	-7	0	-14	-4	-8	2	0.8
CN1C(=O)CC(C(=O)Nc2ccc(F)cc2)SC1=Nc1ccc2c(c1)OCO2 (stereo not drawn)	2	3	-12	-11	-7	-6	-3	4	0.6
Cn1c(=O)c2c(nc(SCC(=O)OCc3ccccc3)n2C)n(C)c1=O	-6	4	8	6	nt	nt	3	-1	1.1
O=C(CN1C(=O)S/C(=C/c2ccccn2)C1=O)N1CCOCC1	-6	1	-13	5	-1	4	-1	10	0.7
CS(=O)(=O)c1ccc(Cl)c(NC(=O)CCl)c1	4	1	-11	-7	-17	-5	1	12	-0.2
O=C(CCc1ccccc1)N/N=C/c1cccc(O)c1	0	3	-2	-11	-14	-5	0	9	0.6
CC(=O)N1CCc2c(sc3c2c(=O)n(Cc2ccccc2)c(=O)n3CC(=O)NCC2CCCO2)C1 (stereo not drawn)	-3	0	-6	2	-7	1	-7	8	0.0
